High-throughput results (PubChem)
MC4R antagonist = human MC4R antagonism in cAMP assay | MC4R-expressing cells, MTII-stimulated cAMP, LANCE TR-FRET | inhibition, % at 6.5 µM | 360,000 tested, 0.48% active;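 active means inhibition above its plate's cutoff, the mean of tested wells on that plate plus 3 SD, cut at about 29% in these data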;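 further: 0% = Melanotan II alone and 100% = Melanotan II plus saturating MCL0020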
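Material: human MC4R-expressing U2OS cells. Probe or stimulus: Melanotan II challenge. Dosing: 6.5 µM single dose. Times: 30-min compound, 1-h challenge, 1-h detection, room temperature. Technique: TR-FRET with Eu-cAMP and labeled anti-cAMP, 671 nm. Replication: singlicate.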
ABHD5-PLIN5 inh = inhibitors of human ABHD5-perilipin-5 interaction; Split G. princeps luciferase complementation, luminescence, 4 h; AID 602281; 360,000 tested, 0.78% active; inhibition, % at 4 µM; Q00G26+Q8WTS1;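 active means inhibition above the mean inhibition across every tested compound plus 3 SD, cut at about 22% in these data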;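 further: 0% = DMSO only wells and the 100% control is not disclosed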
PDI inh = inhibitors of human protein disulfide isomerase; P07237; PDI insulin aggregation turbidity, A650, 90 min; inhibition, % at 10 µM; 350,000 tested, 0.052% active;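 active means mean inhibition across replicates of 30% or more, whatever share of single replicates reach that level; inconclusive means mean inhibition below 30% while every single replicate reaches 30%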;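 further: absorbance from insulin aggregation driven by PDI reduction with DTT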
ABCB6 inh MLPCN = inhibitors of human ABC transporter ABCB6. fluorescence ratio to DMSO, % at 10 µM. Q9NP58. AID 602162. K562-ABCB6 porphyrin accumulation, flow cytometry, 1 h; stronger effect = lower value. 360,000 tested, 0.19% active;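 active means fluorescence ratio to DMSO below 75%, the collection mean minus 3 SD; inconclusive means too few cells collected in the well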;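 further: signal is porphyrin accumulated inside mitochondria; 100% equals median channel fluorescence of DMSO control wells; lower ratio means ABCB6 inhibition with less porphyrin fluorescence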
Target sequence (Q9NP58 whole entry, looked up): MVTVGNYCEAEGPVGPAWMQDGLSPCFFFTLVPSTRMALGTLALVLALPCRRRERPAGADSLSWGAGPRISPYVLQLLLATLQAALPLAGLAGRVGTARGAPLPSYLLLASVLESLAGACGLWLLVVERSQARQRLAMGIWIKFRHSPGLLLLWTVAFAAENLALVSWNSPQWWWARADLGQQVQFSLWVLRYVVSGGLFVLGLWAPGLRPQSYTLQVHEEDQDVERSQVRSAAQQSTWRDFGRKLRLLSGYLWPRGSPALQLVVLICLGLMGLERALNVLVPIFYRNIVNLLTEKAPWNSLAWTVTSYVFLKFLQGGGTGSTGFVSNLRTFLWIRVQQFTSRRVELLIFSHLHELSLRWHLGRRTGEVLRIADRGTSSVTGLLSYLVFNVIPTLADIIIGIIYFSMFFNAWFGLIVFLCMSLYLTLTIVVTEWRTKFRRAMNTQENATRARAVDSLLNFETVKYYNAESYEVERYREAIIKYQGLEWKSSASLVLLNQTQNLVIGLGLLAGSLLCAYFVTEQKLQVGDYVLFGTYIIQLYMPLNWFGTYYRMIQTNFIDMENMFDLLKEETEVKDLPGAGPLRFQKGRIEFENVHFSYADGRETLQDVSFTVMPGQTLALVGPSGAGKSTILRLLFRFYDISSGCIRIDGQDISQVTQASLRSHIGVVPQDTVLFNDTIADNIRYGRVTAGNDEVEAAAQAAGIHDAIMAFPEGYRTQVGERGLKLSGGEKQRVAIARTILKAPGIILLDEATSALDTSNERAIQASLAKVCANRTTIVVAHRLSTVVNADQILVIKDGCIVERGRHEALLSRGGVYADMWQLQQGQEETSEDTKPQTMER
CaV13 ICDI inh = Disruptors of the CACNA1D IQ motif to Ca2+-dependent inactivation inhibitor domain association, primary screening, Förster resonance energy transfer in intact living …; HEK cells, CFP/YFP FRET ICDI-IQ, plate reader, 10 min; percent FRET-ratio fall versus neutral wells; inhibition, % at 12.3 µM; 340,000 tested, 0.098% active;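 active means mean replicate inhibition of at least 30% and at least 1% of replicates passing that level; inconclusive means only one of the two criteria is met; inactive means neither criterion is met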;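 further: 0% = median of the neutral control wells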
Granule exo inh = lytic granule exocytosis inhibition. AID 651702. 360,000 tested, 0.66% active. inhibition, % at 10 µM. TALL-104 LAMP-1 surface exposure, flow cytometry; cells stimulated with thapsigargin and PMA;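 active means inhibition above about 55%, limit read from the data; inconclusive means no clear call, values can overlap the other calls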
MC4R barr agon = activates human MC4R beta-arrestin recruitment; P32245; U2OS MC4R beta-arrestin complementation, luminescence; percent of melanotan II response, DMSO zero; activation, % at 8.9 µM; 360,000 tested, 0.98% active;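 active means activation above a per-plate cutoff, the mean activation of sample wells on that plate plus 3 SD, cut at about 8% in these data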
H9c2 protect = modulators protecting cardiomyocytes from myocardial damage; protection from H2O2 cell death, % at 20 µM; H9c2 cardiomyocytes, H2O2 injury protection, ATPLite, 2 h; AID 588492; 360,000 tested, 0.63% active;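 active means compounds giving at least 50% protection of heart cells from peroxide-induced death in the single-dose screen, raw or plate-pattern-corrected value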;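 further: 0% = DMSO wells with peroxide and 100% = DMSO wells without peroxide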
m5-HT2A agonist = agonists of mouse serotonin 5-HT2A receptor (HTR2A); P35363; activation, % at 7.6 µM; CHO-K1 mHTR2A beta-arrestin complementation, luminescence; percent of 30 µM serotonin response; 360,000 tested, 0.66% active;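 active means activation above a run cutoff, the mean activation of all tested compounds plus 3 SD, cut at about 14% in these data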;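 further: 0% = plate median of compound wells and 100% = 30 µM serotonin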
Glyco luc inh = N-linked glycosylation inhibition; D54 ERlucT glycosylation luciferase reporter, 24 h; percent of 100 nM tunicamycin response; reporter increase, % at 12.5 µM; 360,000 tested, 0.23% active;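 active means mean luciferase reporter signal, scaled so untreated is 0 and the glycosylation-blocking control 100, at or above a set limit in every replicate; inconclusive means mean reaches the limit but not every replicate does; inactive means mean below the limit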;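 further: luciferase carries N-glycosylation sites so blocking glycosylation raises the light; 0% = median of neutral control wells and 100% = median of 100 nM tunicamycin wells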
* hit, by the source's call; ? = inconclusive; . = no result given.

SMILES	MC4R antagonist	ABHD5-PLIN5 inh	PDI inh	ABCB6 inh MLPCN	CaV13 ICDI inh	Granule exo inh	MC4R barr agon	H9c2 protect	m5-HT2A agonist	Glyco luc inh
CCCOc1ccc(Cc2c(Cl)nc(SC)nc2NC)cc1	0	-1	6	93	-2	0	1.8	-35	-7	-3
CCOc1ccc(C(=O)OC2CCN(C)CC2)cc1	3	2	-6	91	-2	-2	-0.5	0	-3	-1
OCCN1CCN(CCO)C1=S	11	-3	1	99	-6	-2	0.5	-4	2	2
C=CCSc1nsc(N)n1	-3	-1	13	86	-4	3	-0.6	-3	8	2
CC(C)C[C@H]1CNC(=O)C(=O)N1C[C@H](Cc1ccc(O)cc1)NC(=O)Cc1ccccc1	.	-4	.	98	-5	-6	.	.	1	.
COc1ccc(CC(=O)Nc2ccc(S(=O)(=O)Nc3cc(OC)nc(OC)n3)cc2)cc1	6	1	3	101	-3	-12	1.5	6	7	1
CCC(NC(=O)c1ccccc1Br)c1ccccc1 (centres undefined)	-6	11	0	92	-5	8	0.6	-6	2	2
COc1ccc(/C=C2\Oc3cc(OC(=O)N4CCOCC4)ccc3C2=O)c(OC)c1	18	-1	1	95	-9	-25	-0.9	6	6	-2
CC1=C2C3OC(=O)C(C)C3CCC2(C)C=C(Br)C1=O (centres undefined)	10	5	1	97	-4	-2	1.4	-6	7	0
CCCCN1C(=O)C(=O)N(CC(=O)Nc2cccc(C(C)=O)c2)C1=O	-1	6	-9	97	-3	0	-0.7	-2	9	1
Cn1c(N)c(C(=O)COC(=O)/C=C/c2ccccc2)c(=O)n(C)c1=O	6	11	-37	100	-5	1	-2.0	-10	-2	1
CCOC(=O)Cc1csc(NS(C)(=O)=O)n1	-7	13	-2	96	-8	3	5.0	3	8	0
C#CCO[C@@H]1C[C@H](n2ccc(NC(=O)c3ccccc3)nc2=O)O[C@@H]1CO	-1	9	1	96	-11	32	-1.2	-3	0	0
O=C1c2cccc(OCC(=O)N3CCCc4ccccc43)c2CCN1Cc1cccnc1	1	-2	4	89	-6	1	2.9	-12	2	-3
NCC1OC(n2cnc3c(N)ncnc32)CC1O (centres undefined)	-2	6	3	89	-5	1	-0.6	1	2	-2

2 entries drawn at random from the list so far:
SMILES	MC4R antagonist	ABHD5-PLIN5 inh	PDI inh	ABCB6 inh MLPCN	CaV13 ICDI inh	Granule exo inh	MC4R barr agon	H9c2 protect	m5-HT2A agonist	Glyco luc inh
O=C1c2cccc(OCC(=O)N3CCCc4ccccc43)c2CCN1Cc1cccnc1	1	-2	4	89	-6	1	2.9	-12	2	-3
CC(C)C[C@H]1CNC(=O)C(=O)N1C[C@H](Cc1ccc(O)cc1)NC(=O)Cc1ccccc1	.	-4	.	98	-5	-6	.	.	1	.

(listing goes on)
SMILES	MC4R antagonist	ABHD5-PLIN5 inh	PDI inh	ABCB6 inh MLPCN	CaV13 ICDI inh	Granule exo inh	MC4R barr agon	H9c2 protect	m5-HT2A agonist	Glyco luc inh
COc1ccc(Cc2n[nH]c(=S)n2Cc2ccccc2)cc1Cl	6	-6	4	95	-2	3	-0.7	-3	-2	0
O=C1N(c2ccccc2)C[C@@H]2C[C@@H](c3cccs3)N3CCC[C@@]123	3	-3	-1	103	-6	-3	-1.4	-4	-2	5
Cc1ccc(S(=O)(=O)Nc2cccc3c2O[C@@H](CN(C)C(=O)Nc2ccc4c(c2)OCO4)[C@H](C)CN([C@@H](C)CO)C3=O)cc1	0	-5	0	91	-5	-2	-0.6	2	3	0
CN1CCCC(OC(=O)c2ccc(Cl)cc2)C1 (centres undefined)	3	1	2	98	-5	2	0.9	7	-4	-4
Cc1cccc(-c2n[nH]c([N+](=O)[O-])n2)c1	0	-9	4	95	-5	4	-2.3	2	9	2
COc1ccc(NC(=O)CCn2nnc(-c3ccc(C)cc3)n2)cc1OC	-1	7	0	106	-4	-1	-0.6	-8	2	.
COc1ccccc1C1=NOC(Cn2c(NCC3CCCO3)nc3c2c(=O)n(C)c(=O)n3C)C1 (centres undefined)	5	8	0	97	-14	-13	-0.5	13	5	2
CCOC(=O)CSc1nc2c(c(-c3ccc(C)o3)c1C#N)CCCC2	13	5	-6	94	-3	1	-0.5	-17	5	1
Cc1ccc2nc(SCc3cccc([N+](=O)[O-])c3)nc(C)c2c1	-18	-5	4	91	-4	2	-1.2	-10	-1	0
O=C(Nc1ccc(N2CCN(Cc3ccccc3)CC2)cc1)c1ccccc1[N+](=O)[O-]	-5	-1	4	99	-2	1	-0.2	-1	-1	-3
CCCNC(=O)C1(C)CCN(C(=O)c2c(F)ccc(C)c2F)C1 (centres undefined)	-1	-5	-16	99	-5	-18	-2.0	-7	10	1
COc1cc(/C=N/NC(N)=O)c(Br)cc1OCC(=O)Nc1ccccc1C	6	1	-12	92	.	1	-0.3	-9	1	-2
N#CCc1ccc(NC(=O)c2ccc(CN3CCc4ccccc4C3)cc2)cc1	8	0	3	110	-3	5	-0.9	8	-5	-2
Cn1[nH]c(CSc2ccc(Cl)cc2)cc1=O	-2	-12	-5	89	7	-1	-0.9	2	-6	-1
Cc1csc(SC(C)C(=O)NCc2ccc3c(c2)OCO3)n1 (centres undefined)	-1	0	4	107	-3	1	0.9	-2	7	-1
COCc1cc(C)nc(NCCO)c1C#N	-1	3	-6	97	.	1	-1.0	-4	1	1
O=C(COC(=O)c1cccnc1Cl)NC(=O)c1ccc(OC(F)F)cc1	-2	-3	4	96	-2	-2	0.2	-4	2	2
Cc1ccc(S(=O)(=O)NC(CC(C)C)C(=O)NCCCn2nc(C)cc2C)cc1 (centres undefined)	0	0	-8	90	-3	-2	-1.0	-9	-3	-1
COC(=O)c1ccc(C(=O)OC)c(NC(=O)CSc2cccc[n+]2[O-])c1	3	-2	-5	100	-9	-1	-0.8	6	-6	3
NC(=O)c1cccnc1	2	-14	-1	101	-5	5	-0.9	11	0	1
N/C(=N\OC(=O)N1CCOCC1)c1ccccc1	9	4	0	98	.	-3	0.6	3	-1	4
CCOc1ccc(CC(=O)Nc2c3c(nn2C(C)(C)C)CS(=O)(=O)C3)cc1	16	4	8	92	-3	0	-3.0	8	10	-2
NC(=O)c1ccccc1NC(=O)CN1CCCCCC1	1	-5	3	99	-6	-3	-4.2	7	-3	-2
COc1ccc(C(=O)C2CCCN(Cc3cccn3-c3nccs3)C2)cc1OC (centres undefined)	8	17	3	99	-7	-1	4.3	4	3	0
COc1cc(C2C3=C(CCCC3=O)Nc3c2c(C)nn3-c2cccc(C)c2)cc(OC)c1O (centres undefined)	7	3	7	91	-1	-4	-0.7	0	0	0
O=C(NCc1ccccc1)N1CCN(c2ccc(F)cc2)CC1	13	-4	0	89	.	-2	-0.6	6	0	-2
COc1ccc(C2CC(c3ccccc3)=NN2C(=O)COC(=O)c2cccc(S(=O)(=O)N3CCOCC3)c2)cc1 (centres undefined)	4	2	-9	99	-16	-10	0.9	0	7	0
CCC(=O)N(C)C(c1ccccc1Cl)c1nnnn1-c1c(C)cccc1C (centres undefined)	1	-7	-7	95	-4	-2	-3.9	-1	-2	0
CN(C)CC(=O)N1c2ccccc2CCc2ccc(NC(=O)c3ccc(N)cc3)cc21	11	1	4	98	.	-1	-0.1	5	-2	0
O=C(CCn1c(SCC(=O)NCc2ccco2)nc2ccccc2c1=O)NCCc1ccccc1	-5	-3	6	93	-6	-2	-1.5	20	-5	-3
CC1CCC(NC(=O)c2cc3c(s2)CS(=O)(=O)C3)CC1 (centres undefined)	4	-4	13	99	-8	-1	-1.5	3	-2	1
Cn1ccc2c(N3CCCCCC3)cc3c(c21)C1CCC3C1 (centres undefined)	.	-21	.	98	.	-1	.	-16	-1	-1
COc1cccc2sc(N(C)c3ccccc3)nc12	0	2	-5	99	-3	2	-1.1	-38	2	-12
Cc1ccc(OCC(=O)N(Cc2ccccc2)c2ccccn2)cc1	14	-5	2	93	-1	6	-1.5	0	-8	-1
O=C(c1cccc(OC2CCN(Cc3cc(F)cc(F)c3)CC2)c1)N1CCCC1	-5	4	1	100	-5	-2	-0.7	-2	-6	-3
OCC[C@@H]1C[C@@H](O)[C@H](O)[C@@]2(Cc3ccccc3CCO2)O1	-2	4	2	85	-10	-10	-1.5	4	4	1
Cc1ccc(C)c(S(=O)(=O)N2CCN(c3nc(-c4cccnc4)nc4ccccc34)CC2)c1	22	2	3	91	-5	-1	-0.9	39	-8	-1
COc1ccc(Br)cc1S(=O)(=O)n1ccnc1	-2	9	-6	89	-6	7	-0.5	0	3	1
COc1ccccc1C(=O)NCCOc1ccc(C)c(C)c1	-1	2	3	94	-5	1	-1.9	2	-3	-1
O=C(COc1ccc(Cl)cc1)Nc1ccc(C(=O)O)cc1NC(=O)COc1ccc(Cl)cc1	0	-3	0	102	.	0	-2.0	1	1	1
CSc1nc2c(c(=O)[nH]1)C(c1ccncc1)C(C(=O)OC(C)C)=C(C)N2 (centres undefined)	3	0	6	95	-4	-4	-2.1	-1	2	5
Fc1ccc(CSc2ccc3nnc(-c4ccccn4)n3n2)cc1	-18	5	1	87	.	3	1.8	5	1	3
Cc1cnc(C(=O)Nc2ccc(N3CCN(C(=O)OC(C)(C)C)CC3)cc2)cn1	2	-3	11	94	-4	0	-2.0	-13	0	1
O=C1NC[C@H](CC2CCCCC2)N(CCC23CC4CC(CC(C4)C2)C3)C1=O	.	9	.	94	-10	2	.	.	7	.
O=C1C=C(c2ccc(Oc3ccccc3)cc2)C[C@@H](c2ccc(F)cc2)C1	8	-8	-1	92	-12	-8	-1.7	-9	-7	-4
CC(=O)N/N=C(\C)CC(=O)NC(C)(C)C	5	3	3	85	-6	7	0.4	-11	2	1
N#Cc1nc(Cc2cccc3ccccc23)oc1NCc1ccco1	4	1	-4	94	-7	21	-2.6	-16	-6	-4
CCOC(=O)c1[nH]c2c(c1-c1ccccc1)C(=O)CC(c1ccccc1)C2 (centres undefined)	6	0	.	100	-12	14	7.2	-5	11	19
CN(C(=O)c1ccc(OC2CCN(CCc3ccccc3)CC2)cc1)C1CCOCC1	-7	-2	0	98	-16	-5	-0.8	2	-3	-2
Cc1cc(C)nc(Nc2nc(C(N)c3ccccc3)cs2)n1 (centres undefined)	-4	-5	-3	103	-8	-7	-1.0	1	-4	14
COc1cccc(OC)c1C(=O)NC(=S)NCc1ccco1	3	6	-1	119	-4	1	-0.3	0	-2	3
CCNS(=O)(=O)c1ccc(CCC(=O)N2CCN(c3ccc(OC)cc3)CC2)cc1	9	5	-5	96	-4	-6	-2.0	2	1	-2
NS(=O)(=O)c1ccc(CNC(=O)/C=C/c2c(F)cccc2Cl)cc1	-2	-1	-2	92	-6	0	-0.7	0	0	2
CCCC(C)NC(=O)COC(=O)c1ccc(Cl)c(S(N)(=O)=O)c1 (centres undefined)	10	9	0	103	.	-2	0.6	-8	7	0
CCOC(=O)c1ccccc1NC(=O)COc1cc(=O)n(CC)c2ccccc12	-3	4	-7	95	-5	4	-0.3	48	-6	6
O=Cc1cccnc1SCc1ccccc1	-22	12	13	99	-8	64*	-0.4	0	0	?
